aSyn yeast inh: inhibitors of alpha-synuclein toxicity in yeast; Potency, µM (highest dose often 46.1 µM), for the others: at the highest dose growth rescue (activation), most hits filed as activators; hit rate 0.14% among 370,000; Yeast expressing alpha-synuclein, growth rescue, BacTiter-Glo, 24 h; note: potency is the fitted concentration of half-maximal effect; % of control where 0% means no effect; nearly all actives have a fitted effect of over 65% in size
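Readout is rescue of growth in alpha-synuclein-expressing yeast, so inhibitors of toxicity appear as activators. Growth after 24 hr at 30 deg C in galactose medium is quantified by luminescence.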
FUS suppressor: FUS proteinopathy suppression in yeast. S. cerevisiae FUS-expressing, growth rescue, OD600, 24 h. AID 1347120. Potency, µM (titrated, usually from 76.6 µM), for the others: at the top dose growth rescue (activation), most hits filed as activators. hit rate 0.24% among 390,000;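 note: potency is the fitted concentration of half-maximal effect; plate controls were DMSO vehicle for no effect and reference control for full effect; nearly all actives have a fitted effect of over 55% in size; some results filed as inactive show a strong effect at the top dose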
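Steps: raffinose overnight preculture; dilution to OD 0.005 in 2% galactose minimal medium; compound addition (concentration series); 24hr at 30C, 99% humidity; absorbance read at 600 nm.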
TDP43 rescue: inhibitors of TDP-43 toxicity in yeast; hit rate 1.8% among 410,000; Potency, µM (doses to about 46.1 µM), inactives show at the top dose growth rescue (activation), actives largely listed as activators; TDP-43 expressing yeast growth rescue, BacTiter-Glo, 24 h; note: potency is the fitted concentration of half-maximal effect; % of control where 0% means no effect; nearly all actives have a fitted effect of over 50% in size
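Readout is BacTiter-Glo luminescence of cell growth, so inhibitors register as activators. TDP-43-expressing yeast at OD600=0.02 in galactose medium, after raffinose pregrowth to mid-log, were incubated with compound for 24 hr at 30 deg C.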
GLP-1R agonist: GLP-1 receptor (human) agonism | AID 624172 | HEK293 GLP-1R CRE-luciferase, luminescence, 4-6 h; cells express a hypersensitive GLP-1R form | hit rate 0.007% among 380,000 | P43220 | Potency, µM (series often up to 45.6 µM), without a hit: top-dose activation, hits mostly activators; note: potency is the fitted concentration of half-maximal effect; % of control where 0% means no effect
Target sequence (P43220 whole entry, looked up): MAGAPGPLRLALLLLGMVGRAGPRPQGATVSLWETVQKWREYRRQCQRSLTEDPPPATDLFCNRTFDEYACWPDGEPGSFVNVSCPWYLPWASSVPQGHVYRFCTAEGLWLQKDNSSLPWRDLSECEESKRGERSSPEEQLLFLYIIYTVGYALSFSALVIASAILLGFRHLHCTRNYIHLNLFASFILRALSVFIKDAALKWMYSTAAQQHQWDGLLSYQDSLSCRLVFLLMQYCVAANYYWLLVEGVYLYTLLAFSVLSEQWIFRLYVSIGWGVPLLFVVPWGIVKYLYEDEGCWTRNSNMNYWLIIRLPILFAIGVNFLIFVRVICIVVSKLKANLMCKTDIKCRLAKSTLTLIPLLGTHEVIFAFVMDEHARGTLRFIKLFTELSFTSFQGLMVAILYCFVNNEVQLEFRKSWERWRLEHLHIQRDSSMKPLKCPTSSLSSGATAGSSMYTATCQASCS
GLP-1R inv ag: acts as inverse agonist at human GLP-1 receptor. AID 624417. HEK293 GLP-1R CRE-luciferase, luminescence, 24 h; GLP-1R form is constitutively active. Potency, µM (series often up to 38.3 µM), inactives show at the highest dose activity change, negative = inhibition, actives largely listed as inhibitors. hit rate 1.6% among 410,000. P43220; note: potency is the fitted concentration of half-maximal effect; % is set by controls: 0 for no effect and ±100 for the full control effect; nearly all actives have a fitted effect of over 55% in size
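Using stably transfected HEK293 (constitutively active GLP-1R, cAMP-luciferase reporter), compounds were incubated 24 hr and luciferase measured by luminescence.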
Akt phos inh: inhibitors of Akt phosphorylation | Neuro2A IGF-stimulated pAkt S473 HTRF, 20 min; hits give low values | AID 651550 | hit rate 0.32% among 360,000 | activity change, % for hits at 50 µM; in the data active = activity change below about -80%; inconclusive = mostly about -51% to -80%; note: % is set by controls: 0 for no effect and ±100 for the full control effect
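Neuro2A cells in DMEM with 0.5% FBS, overnight at 37 deg C, given compound at single 50 µM final, then IGF (6 nM final) for 20 min at 37 deg C. Lysed; phospho-Akt Ser473 by HTRF after 24 h, 665/615 ratio.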
Abeta rescue: A-beta toxicity reversal in yeast; yeast expressing A-beta42, growth rescue, OD600, 48 h; response scale: 0% DMSO, 100% iron-clioquinol control; Potency, µM (doses to about 46.1 µM), for inactives: top-dose growth rescue, hits mostly activators; hit rate 0.063% among 410,000; AID 1347071; note: potency is the fitted concentration of half-maximal effect; nearly all actives have a fitted effect of over 55% in size
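Yeast growth medium received pinned compounds, then yeast cells expressing toxic A-beta were added; plates incubated at 30 C for 48 hr. Growth read as absorbance at 600 nm, normalized to DMSO and equimolar FeCl3 plus clioquinol controls.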
DRD3 antagonist: blocks the human D3 dopamine receptor | P35462 | max response, negative = inhibition, % | D3R cells, DiscoveRx beta-arrestin luminescence, antagonist mode; hits give low values | hit rate 2.5% among 360,000; in the data active = max response below about -50%; inconclusive = no clear call, values can overlap the other calls; note: % is set by controls: 0 for no effect and ±100 for the full control effect; mostly tested at two doses, the higher about 12 µM
Target sequence (P35462 whole entry, looked up): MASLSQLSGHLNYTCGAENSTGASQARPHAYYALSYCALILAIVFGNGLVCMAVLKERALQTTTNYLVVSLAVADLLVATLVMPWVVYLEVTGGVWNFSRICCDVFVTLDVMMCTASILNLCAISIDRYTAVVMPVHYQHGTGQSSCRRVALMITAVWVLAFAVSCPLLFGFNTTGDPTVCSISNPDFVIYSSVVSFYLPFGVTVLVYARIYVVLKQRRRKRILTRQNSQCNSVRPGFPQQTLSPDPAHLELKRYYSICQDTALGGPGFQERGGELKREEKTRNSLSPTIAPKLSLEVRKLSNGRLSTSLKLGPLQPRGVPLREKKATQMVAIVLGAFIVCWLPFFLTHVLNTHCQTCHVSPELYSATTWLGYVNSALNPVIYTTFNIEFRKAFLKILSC
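Cells plated overnight at 1500 cells/well, then exposed to library compounds with dopamine controls for 90 minutes at 37 degrees C. DiscoveRx reagent added for 30–60 minutes at room temperature; luminescence read, quantitative HTS format.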
PTHR1 agonist: agonists of human PTHR1 parathyroid hormone receptor; AID 743266; Potency, µM (highest dose often 115 µM), without a hit: at the highest dose activation, hits mostly activators; Q03431; HEK293 GP2 PTHR1 cells, GloSensor cAMP luminescence, 1 h; hit rate 0.075% among 410,000; note: potency is the fitted concentration of half-maximal effect; nearly all actives have a fitted effect of over 55% in size; some results filed as inactive show a strong effect at the top dose; inactives centre near -15; many of its hits are not listed in these tables
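HEK-293-derived GP2 cells expressing PTHR1 and a GloSensor cAMP reporter, 3,000/well, plated overnight, given luciferin plus IBMX (each 0.5 mM as added) for 1 h at 37 °C, then compound for 1 h at 37 °C. Luminescence was read after 15 min at room temperature.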
The depositor's hits bear a star; i = inactive; u = inconclusive; x = not tested or not shown; [ ] = another dose, or the depositor's remark. Unless noted, calls come from the whole dose curve; as a rule, active = well fitted curve in the direction sought with a large enough effect; inconclusive = small, poorly fitted or top-dose-only effect, or another doubt; inactive = no such curve, though single readings can be large; an effect the other way counts as inactive or inconclusive. Only part of the results is shown; count on the stated rates, not on these rows.

Values run as follows: FUS suppressor, Akt phos inh, GLP-1R agonist, aSyn yeast inh, Abeta rescue, PTHR1 agonist, GLP-1R inv ag, DRD3 antagonist, TDP43 rescue
CCCc1nc2ccccc2c(=O)n1/N=C/c1ccc(O)c(O)c1
  -10%, x, -3%, 3%, 1%, -13%[57.5 µM], -23%, 18, -3%
Cc1nonc1NC(=O)N1CCCC1
  -11%, i, -9%, 6%, 17%, i, 0%, 10, 17%
CCOc1ccccc1NC(=O)c1nnn(CC(=O)Nc2ccccc2CC)c1N
  -11%, x, -1%, x, 10%, -49%, -3%, x, 13%
CCN(CC(=O)NCc1ccccc1Cl)CC(=O)Nc1c(F)cccc1F
  30%, i, -1%, -1%, -13%, -40%[inhibitor], 13%, 2, -3%
O=C(/C=C/c1ccc(Cl)cc1Cl)NCCSc1ccccc1
  1%, i, -1%, -12%, 16%, -29%, u, 9, u
C[C@@H]1CN([C@H](C)CO)C(=O)CCCn2cc(nn2)CO[C@H]1CN(C)C(=O)Nc1cccc(F)c1
  -24%, i, 0%, 6%, -2%, -15%, 4%, 2, 12%
COc1cccc(CNC(=O)c2nn(-c3ccc(C)cc3)c(=O)c3c2c2ccccc2n3C)c1
  -6%, x, x, x, -12%, -25%, u, x, 1%
Cc1ccc(C(NC(=O)Nc2ccccn2)C(Cl)(Cl)Cl)cc1F (stereo not given)
  u, i, 11%, 9%, 12%, -16%, u, 13, 9%
Cc1cccc(NC(=O)c2cccc(N3C(=O)C4C5C=CC(C6CC56)C4C3=O)c2)c1 (stereo not given)
  1%, i, -3%, 5%, -4%, -32%[inhibitor], u, -17, 10%
CCOC(=O)N1CCN(C(=O)COC(=O)c2cccc(C)c2[N+](=O)[O-])CC1
  -5%, i, 7%, -6%, -9%, -29%, -1%, -3, 3%
COc1cccc(NC(=O)CN(C)C(=O)c2cc(C)oc2C)c1
  4%, i, 0%, 1%[1.84 µM], 0%, i, 8%, 1, 9%
CN(C)c1ccc(C=c2c3ccccc3n3c2c2c([n+]3C)CCCC2)cc1
  x, i, 2%, -61%[inhibitor], -85%[inhibitor], -56%, u, -15, -91%[inhibitor]
Cc1nc(-c2ccc(NC(=O)c3cccs3)cc2)cs1
  35%, i, -14%, -27%, -39%[inhibitor], -88%[inhibitor][57.5 µM], -2%, 2, -40%[inhibitor]
Cc1noc(N)c1C(=O)Nc1ccc(C(C)(C)C)cc1
  7%, i, 19%, 0%, -17%, -77%[inhibitor][57.5 µM], -4%, 13, u
CC(NC(=O)C1CCC(CNC(=O)[C@@H]2Cc3ccccc3CN2)CC1)c1ccccc1 (stereo not given in full)
  7%, i, -5%, -4%, 9%, 0%, -1%, -3, -3%
CCC(=O)NC(=S)Nc1cccc(-c2nc3ncccc3o2)c1
  2%, i, 4%, -3%, 6%, i, 2%, -1, 8%
C=CCN(C(=O)c1csnn1)C(C(=O)NCc1ccccc1)c1ccccc1F (stereo not given)
  15%, i, 12%, 6%, 6%, -7%, 4%, 5, -12%
CCc1ccc(OCC(O)CN2CCN(c3ccc(OC)cc3)CC2)cc1 (stereo not given)
  -16%, i, -5%, -9%, -5%, -9%, u, -27, 2%
CC(=O)c1c(C)[nH]c(C(=O)COc2ccc(C#N)cc2)c1C
  27%, i, 7%, -6%, 3%, i, 3%, 8, 3%
O=C(O)c1cccc(NC(=O)c2ccccc2)c1
  -30%, i, -2%, -4%, -20%, 11%, -23%, -14, -5%
COc1ccc(NC(=S)Nc2ncccc2C)c(OC)c1
  1%, i, 2%, -31%[inhibitor], -43%[inhibitor], -56%[inhibitor][57.5 µM], 2%, 11, u
Cc1ccc(NC(=O)CSCc2nc3c(nnn3Cc3ccc(F)cc3)c(=O)[nH]2)c(C)c1
  -7%, i, 1%, 2%, 4%, -6%, -19%, -2, -1%
CC(C)c1ccc(NC(=S)N2CCN(S(=O)(=O)c3ccccc3)CC2)cc1
  -1%, i, -3%, 4%, 28%, -10%, u, 18, 24%
Cc1ccc(NC(=O)c2cncc(Br)c2)nc1
  9%, i, -2%, -2%, -6%, 3%, -29%, -1, 2%
CN1OC[C@@H]2CN(C(=O)CCc3ccccc3)[C@H](c3ccc(-n4ccnc4)cc3)C[C@@H]21
  -26%, i, -7%, -14%, -15%, -22%, 22%, 7, 24%
Cc1cc(C(O)c2ncc(-c3ccccc3F)[nH]2)ccc1F (stereo not given)
  -14%, i, 2%, 3%, -10%, -45%[inhibitor], -18%, -1, 18%
Cc1ccc(C)c(NC(=S)N2CCN(S(=O)(=O)c3ccccc3)CC2)c1
  5%, i, -15%, 1%, -5%, i, -28%, -11, 6%
CCn1c(SCC(=O)NNC(=O)c2ccc(OC)cc2)nnc1-c1cccnc1
  -21%, i, -1%, -4%, -9%, i, 15%, 3, 5%
Cc1ccc2c(=O)[nH]c(Cc3ccccc3C(=O)O)nc2c1
  29%, i, -1%, -4%, 3%, -21%, 21%, 110, 5%
Clc1ccc(OCCCc2nc(-c3cccnc3)no2)c(Cl)c1
  u, i, 31%, 10%, -11%, -12%[57.5 µM], 0%, 18, u
COc1ccc(C(=O)Nc2ncccc2C)cc1S(=O)(=O)N1CCCc2ccccc21
  -7%, i, 9%, 2%, -11%, i, 6%, -8, -15%
O=C(NCCSCc1ccccc1)c1ccc(F)cc1
  x, i, 0%, 1%, -2%, -23%, 2%, -10, -19%
CC(C)OC(=O)c1ccccc1C(=O)c1ccc(N)c([N+](=O)[O-])c1
  -5%, i, 13%, 14%, 2%, -14%, 7%, -3, 3%
CC(=O)Oc1ccc(C(=O)O)c(OC(C)=O)c1
  -16%, i, -3%, 1%, 14%, i, 11%, -4, -10%
COC(=O)[C@@]1(Cc2ccc(F)cc2)[C@H]2c3cc(C(=O)N(C)C)n(Cc4nc5ccccc5[nH]4)c3C[C@H]2CN1C(=O)c1ccccc1
  u, i, 5%, 20%, 0%, i, u, -68*, 14%
Cc1ccc(S(=O)(=O)c2c(N)n(Cc3ccco3)c3nc4ccccc4nc23)cc1C
  25µM*, i, 1%, 6%, 13%, -8%[57.5 µM], 0%, 22, 0%
CC/C(=N\NC(=O)c1ccc(N(C)C)cc1)c1ccccc1
  22%, i, 6%, 2%, -8%, i, 6%, 8, -12%
CCc1ccc(OCC(=O)Nc2ccc3c(c2)c2ccccc2n3CC)c(Br)c1
  3%, x, x, x, -8%, i, 11%, x, 12%
O=C(NCc1ccco1)c1ccc(CS(=O)(=O)Cc2ccc(Cl)cc2)o1
  19%, i, -9%, 7%, 11%, -3%[57.5 µM], -25%, 15, -8%
O=C(Nc1ccc(Oc2ccccc2)nc1)C1CCN(Cc2ccccc2)CC1
  0%, i, -3%, 7%, 8%, i, 11µM*, -7, -2%

Limited to Abeta rescue, for two of the compounds above:
compound	Abeta rescue
CC(=O)Oc1ccc(C(=O)O)c(OC(C)=O)c1	14%
CC(C)OC(=O)c1ccccc1C(=O)c1ccc(N)c([N+](=O)[O-])c1	2%

Further structures
Values run as follows: FUS suppressor, Akt phos inh, GLP-1R agonist, aSyn yeast inh, Abeta rescue, PTHR1 agonist, GLP-1R inv ag, DRD3 antagonist, TDP43 rescue
CCc1ccc(-n2c(SCc3c(C)noc3C)nnc2-c2ccncc2)cc1
  0%, i, 2%, 5%, 20%, -18%[57.5 µM], 0%, 0, 6%
Cc1cccc(NS(=O)(=O)c2cccc(C(=O)NCc3ccccc3CN3CCOCC3)c2)c1
  -6%, i, 0%, 2%, -6%, -80%[inhibitor], u, -3, 2%
O=C(CN(Cc1ccccc1)C(=O)CNS(=O)(=O)c1ccc(Cl)cc1)NCC1CCCO1 (stereo not given)
  14%, i, 7%, -1%, -7%, -23%, 7%, -2, -8%
COc1ccccc1OCC(=O)Nc1ccc(S(=O)(=O)Nc2cc(C)on2)cc1
  0%, i, 1%, -5%, 0%, i, 8%, 6, -1%
CC1=C(C(N)=O)C(c2cccs2)NC(=S)N1 (stereo not given)
  0%, i, 5%, 1%, -5%, i, 2%, 8, -11%
Cc1ccccc1C(=O)/C=C1/SCC(=O)N1C
  -18%, i, 5%, -1%, -4%, i, -12%, -10, 10%
COc1ccc(C(C)=O)cc1COC(=O)CNC(=O)C1CCCCC1
  5%, i, 14%, 17%, 9%, -16%, u, 2, -14%
CCOc1ccccc1N1CCN(CC(=O)Nc2ccnn2C2CCCC2)CC1
  -8%, i, -1%, -1%, 14%, -22%, -44%, u, 16%
O=C(CCN1C(=O)/C(=C/c2ccccc2Cl)SC1=S)NN1CCOCC1
  -2%, i, -3%, 0%, 3%, -1%, 7%, 4, 15%
O=C(c1ccc(Cl)c(Cl)c1)N1CCC(=O)N(C(COCc2ccccc2)Cc2ccccc2)CC1 (stereo not given)
  u, i, 4%, u, -5%, i, u, 2, u
COc1ccc(S(=O)(=O)N2CCc3ccccc32)cc1[N+](=O)[O-]
  -2%, i, 5%, 15%, -4%, -19%, -70%, 4, u
O=C(CN(Cc1ccccc1)C(=O)CNS(=O)(=O)c1ccc(F)cc1)NCC1CCCO1 (stereo not given)
  -3%, i, 7%, -2%, 7%, i, -10%, 3, 6%
COc1cc([N+](=O)[O-])ccc1-c1ccc(C(=O)Nc2ccc(NC(C)=O)cc2)o1
  5%, i, -1%, -3%, 5%, -16%, 2%, -2, 4%
Cc1ccc(C)c(NC(=O)Cc2nc(CNCC(C)C)cs2)c1
  9%, i, 15%, 6%, -17%, i, u, 0, 2%
O=C(COC(=O)c1ccc[nH]c1=O)NC1CC1
  -27%, i, 1%, 3%, -8%, i, -1%, -1, 9%
CC(C)[C@H](NC(N)=O)C(=O)Nc1cccc([N+](=O)[O-])c1
  1%, i, 7%, 1%, -4%, i, 6%, -1, -25%
NNC(=O)Cn1c(-c2ccccc2)cc(=O)n2ncnc12
  4%, i, 7%, -2%, -18%, i, -13%, -2, -36%[inhibitor]
